Screening results from PubChem.
IMP-1 inhibitor: inhibitors of Pseudomonas aeruginosa IMP-1 metallo-beta-lactamase; purified IMP-1, nitrocefin hydrolysis, epi-absorbance fluorescence; inhibition, % at 5.6 µM; hit rate 0.45% among 290,000; AID 1556;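 active means inhibition above the mean plus 3 SD of all compounds in the same screening run, cut at about 4.5% in these data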;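 further: 0% = IMP-1 with DMSO and 100% = DMSO wells lacking enzyme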
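Assay system: purified IMP-1; Quantity: IMP-1 0.2 nM before substrate addition; Medium: HEPES buffer pH 7.1 with ZnSO4 and Brij 35; Incubation: 15 min enzyme–compound preincubation, then 25 min nitrocefin reaction, 25 °C; Signal: fluorescence quenching readout, ex 480/em 530 nm; Controls: DMSO with and without IMP-1; Repeats: singlicate testing.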
PHOSPHO1 inh: blocks human PHOSPHO1 phosphatase activity | Q8TCT1 | hit rate 1.1% among 290,000 | recombinant PHOSPHO1, absorbance phosphatase assay | AID 1565 | inhibition, % at 13.3 µM; in the data active means inhibition above about 60%
Target sequence (Q8TCT1 whole entry, looked up): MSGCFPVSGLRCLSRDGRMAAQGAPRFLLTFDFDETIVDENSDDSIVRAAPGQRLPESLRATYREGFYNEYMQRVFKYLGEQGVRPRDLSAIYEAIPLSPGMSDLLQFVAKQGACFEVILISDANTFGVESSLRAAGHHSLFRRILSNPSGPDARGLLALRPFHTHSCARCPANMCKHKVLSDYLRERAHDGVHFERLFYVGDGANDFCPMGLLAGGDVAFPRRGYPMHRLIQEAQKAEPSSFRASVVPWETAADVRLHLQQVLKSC
pCIP destab: p/CIP protein destabilization; Q05BA5; F442A p/CIP-EGFP cells, EGFP fluorescence, 16 h; decrease of EGFP signal, % at 10 µM; hit rate 0.01% among 290,000; AID 1984;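 active means EGFP signal decrease of at least 30% at 10 µM or well 3 SD below plate mean, unless failing retest; inactive means the rest, including hits failing retest or dose response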; further: some compounds called inactive have numbers as strong as hits; many of its hits are not listed in these tables
FID counter: displaces DNA intercalator in HCV helicase counter-screen | DNA fluorescent intercalator displacement, fluorescence | AID 1845 | inhibition, % at 7.9 µM | hit rate 0.17% among 290,000; in the data active means inhibition above about 37%;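 further: 0% = vehicle and 100% = reference compound; higher means more ethidium bromide displaced from hairpin DNA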
IDE act: activators of human insulin-degrading enzyme in cells | hit rate 0.073% among 340,000 | P14735 | HEK cells, FAbeta-B cleavage, fluorescence polarization; 0% vehicle, 100% cell-free pure enzyme wells | activation, % at 5.96 µM | AID 493087;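 active means activation above the mean of all tested compounds plus 3 SD, set per screening campaign, cut at about 17% in these data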
HCV NS3 hel inh: inhibitors of Hepatitis C virus NS3 helicase; NS3 helicase DNA unwinding, Cy5 molecular beacon fluorescence; AID 1800; hit rate 0.56% among 290,000; inhibition, % at 10.9 µM;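 active means inhibition above the mean of all tested compounds plus 3 SD, set per campaign, cut at about 35% in these data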;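 further: 0% = DMSO wells and 100% = thioflavine S control wells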
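System: NS3 helicase fragment of HCV / Schedule: 1 h at 25 °C / Control set: DMSO alone as 0% and 110 µM thioflavine S as 100% / Reagent: Cy5/quencher beacon DNA duplex and ATP to start / Technique: Cy5 fluorescence / Replication: singlicate / Evaluation: % inhibition of end-to-start signal ratio versus controls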
SUMO HTRF inh: blocks human SUMOylation mediated by UBC9; HTRF SUMOylation assay, SAE1/SAE2 + UBC9, in vitro; AID 2006; P63279; hit rate 0.36% among 290,000; inhibition, % at 35 µM; in the data active means inhibition above about 50%, passing the limit was not always enough; further: strong numbers were not always called active
Target sequence (P63279 whole entry, looked up): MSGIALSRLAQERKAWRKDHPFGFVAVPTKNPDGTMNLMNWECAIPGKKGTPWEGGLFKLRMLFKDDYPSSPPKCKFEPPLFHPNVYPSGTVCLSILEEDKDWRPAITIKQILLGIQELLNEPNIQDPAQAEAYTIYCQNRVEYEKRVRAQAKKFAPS
MEKK3 PB1 HTS: modulators (inhibitors or enhancers) of MEK5 binding to human MEKK3 PB1 domain; binding response (% of control), % at 10 µM; hit rate 1.4% among 290,000; bead-based flow cytometry, Alexa488-MEK5 binding to MEKK3; actives lie on both sides; 0 = blocked by unlabeled MEK5, 100 = vehicle; Q99759; AID 1529;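 active means binding response more than 3 SD above or below the average of its plate-row segment, actives on both sides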;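 further: Alexa488 bead fluorescence after subtracting the streptavidin-only scavenger bead signal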
Target sequence (Q99759 whole entry, looked up, the tested form may be a part): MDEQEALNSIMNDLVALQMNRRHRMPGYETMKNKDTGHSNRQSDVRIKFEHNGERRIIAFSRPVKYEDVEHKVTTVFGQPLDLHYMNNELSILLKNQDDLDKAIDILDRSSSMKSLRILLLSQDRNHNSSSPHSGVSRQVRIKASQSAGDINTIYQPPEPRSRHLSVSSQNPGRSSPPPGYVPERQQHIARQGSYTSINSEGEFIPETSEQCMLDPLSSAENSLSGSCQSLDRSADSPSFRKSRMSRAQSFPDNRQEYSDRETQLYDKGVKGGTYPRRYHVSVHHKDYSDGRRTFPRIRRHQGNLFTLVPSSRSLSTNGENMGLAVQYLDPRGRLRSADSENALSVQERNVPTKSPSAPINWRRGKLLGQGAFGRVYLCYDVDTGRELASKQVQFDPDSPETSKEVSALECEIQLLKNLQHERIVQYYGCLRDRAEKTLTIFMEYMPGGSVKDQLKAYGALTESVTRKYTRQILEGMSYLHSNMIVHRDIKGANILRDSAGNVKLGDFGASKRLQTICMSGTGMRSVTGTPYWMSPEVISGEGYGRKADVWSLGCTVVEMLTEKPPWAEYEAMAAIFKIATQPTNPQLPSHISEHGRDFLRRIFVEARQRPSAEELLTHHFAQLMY
VIM-2 inhibitor: blocks Pseudomonas aeruginosa VIM-2 metallo-beta-lactamase; purified VIM-2, nitrocefin hydrolysis, epi-absorbance fluorescence; inhibition, % at 5.6 µM; hit rate 0.89% among 290,000;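 active means inhibition above the mean of all tested compounds plus 3 SD, cutoff set per screening run, cut at about 7.5% in these data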;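 further: red hydrolysis product quenches plate fluorescence so inhibitors raise well fluorescence; 0% = enzyme with DMSO and 100% = DMSO without enzyme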
* = called active by the depositor; nt = not tested or not shown; [ ] = remark or other dose. Some of the compounds tested. The share of hits here may be higher or lower than overall.

SMILES | IMP-1 inhibitor | PHOSPHO1 inh | pCIP destab | FID counter | IDE act | HCV NS3 hel inh | SUMO HTRF inh | MEKK3 PB1 HTS | VIM-2 inhibitor
Fc1ccc(-n2nnc(-c3cccnc3)n2)cc1 | -0.8 | 35 | -29 | -9 | 2 | 12 | -8 | 99 | -0.6
COc1ccc(CNc2ncccc2[N+](=O)[O-])cc1 | -1.6 | 48 | -16 | 0 | 0 | 5 | -5 | 104 | 1.1
O=C(c1ccc(C(F)(F)F)cc1)C1CCCN(C(=O)CCN2CCCO2)C1 (stereo unspecified) | -3.0 | 4 | 6 | -11 | 4 | -9 | 2 | 99 | -3.2
COCc1ccc(C(=O)N2CCCC(N(C)CCc3ccc(OC)c(OC)c3)C2)s1 (stereo unspecified) | -1.2 | 18 | -2 | -2 | 1 | 14 | 2 | 99 | -3.4
O=S(=O)(c1cccc(NC(=S)N2CCN(c3ccccc3)CC2)c1)C(F)F | -0.2 | -12 | 11 | -7 | -21 | 2 | -8 | 92 | -3.2
C/C(=N\Nc1nncc2ccccc12)c1ccc(Cl)c([N+](=O)[O-])c1 | -1.0 | -2 | -8 | -7 | -2 | 0 | 8 | 98 | -4.4
CNC(=O)c1ccccc1Nc1ccc(SC(F)F)cc1 | -0.7 | nt | 0 | -7 | 2 | -23 | -2 | 99 | -0.3
COc1ccc(CNC(=O)CN(Cc2ccccc2F)C(=O)c2csnn2)cc1 | -0.8 | 26 | 2 | -17 | 1 | 11 | -3 | 103 | 1.1
CCc1ccc(C(=O)/C=C/c2ccc([N+](=O)[O-])o2)cc1 | -0.5 | 9 | -9 | -27 | 3 | 23 | 30 | 99 | -3.3
O=C(CSc1nc2ccccc2c(=O)[nH]1)Nc1ccccc1O | -3.5 | -1 | -7 | -5 | 4 | -5 | 2 | 99 | 0.8
CCc1ccccc1N1C(=O)c2ccccc2S1(=O)=O | -3.9 | -7 | -4 | 0 | 2 | -1 | -2 | 102 | 2.9
COc1cc(S(=O)(=O)NC2CC(C)(C)NC(C)(C)C2)c(OC)cc1Cl | -1.2 | 29 | -4 | 7 | 3 | 1 | 4 | 99 | 0.4
COC(=O)C(CCSC)NC(=O)c1cccc([N+](=O)[O-])c1 (stereo unspecified) | -2.4 | 27 | -10 | 4 | 8 | 1 | 5 | 100 | -2.0
CCOCCCN(C)C1CCN(C(=O)c2oc3ccccc3c2NC(=O)c2cccc([N+](=O)[O-])c2)CC1 | -1.2 | 38 | -10 | 24 | 10 | -15 | 14 | 102 | 5.3
COCC(=O)NC1CCCCCC1 | -2.3 | 8 | -11 | 6 | 4 | -4 | 21 | 99 | -2.7
Cc1csc(SCC(=O)Nc2sccc2C(N)=O)n1 | -0.2 | 16 | 5 | -3 | 4 | 5 | 6 | 2.0*[inhibitor] | 1.6
CCOc1ccc(N/C(=N/c2nc(C)cc(C)n2)NC(C)=O)cc1 | -3.9 | 10 | -2 | -15 | 8 | 7 | 12 | 100 | -0.2
COc1cccc(CN2CCN(C(=O)c3cc(-c4ccncc4)nc4ccc(C)cc34)CC2)c1 | -1.7 | 15 | -3 | -46 | 2 | -7 | 4 | 104 | 0.3
CCN(CC)S(=O)(=O)c1cc(NC(=O)CN2C(=O)NC(C)(c3ccccc3)C2=O)ccc1C (stereo unspecified) | -2.1 | 31 | -15 | -33 | 1 | -7 | -24 | 103 | -1.1
COc1ccccc1CC(=O)N(Cc1ccccc1)c1ccc(C)cc1 | -1.2 | 32 | -13 | -51 | 1 | -1 | -1 | 103 | -0.5
COc1cccc(NC(=O)c2cccnn2)c1 | 2.1 | 34 | 5 | -1 | -4 | 13 | 4 | 104 | 1.1
O=C(COc1ccccc1[N+](=O)[O-])N(Cc1cccc(Br)c1)C1CCS(=O)(=O)C1 (stereo unspecified) | 1.1 | 32 | -5 | -33 | -4 | 12 | -1 | 99 | 0.6
CCCCn1c(N)c(N(Cc2ccccc2OC)C(=O)COc2ccccc2C#N)c(=O)[nH]c1=O | 2.0 | 41 | 2 | -14 | 8 | 18 | 7 | 88 | 1.0
CCC(CC)C(=O)Nc1ccc([N+](=O)[O-])cn1 | -2.0 | -12 | 2 | 1 | 4 | -4 | -10 | 103 | -2.8
CC(C)Oc1ccc(C(=O)Nc2ccccc2N2CCCC2)cc1 | -2.2 | 3 | -6 | -18 | 4 | -2 | 17 | 96 | -5.4
CC(Oc1ccccc1)C(=O)N/N=C/c1ccccn1 (stereo unspecified) | -3.3 | 32 | -18 | -4 | 5 | -3 | 0 | 101 | -3.5
COCCOc1ccc(C(F)(F)F)cc1Nc1nc2ccccc2o1 | -1.4 | -27 | -9 | -7 | 1 | -3 | 5 | 115 | -0.2
O=C(NCc1nc(-c2ccc(Cl)cc2)no1)c1ccc2c(c1)OCO2 | -0.7 | 24 | -8 | -12 | 4 | -6 | 5 | 102 | -2.8
COc1ccc(C(C)=O)cc1Cn1c(=O)cc(C)[nH]c1=O | -2.6 | 36 | 14 | -1 | 2 | 3 | -13 | 104 | -0.7
COc1cccc(/C=N/n2cncn2)c1OCC#N | -2.7 | 18 | 0 | 1 | 3 | 2 | 16 | 101 | -2.5
COc1ccccc1-n1c(SCC(=O)N2CCCC2)nnc1-c1ccccc1 | -1.8 | 25 | 2 | -26 | -3 | 5 | -8 | 98 | -3.0
CC(C)[C@H](NC(=O)NC1CCCC1)C(=O)O | -1.7 | 19 | -4 | 4 | 1 | -8 | 20 | 108 | -0.6
CCOC(=O)N1CCN(C(=O)COc2cccc3c2CCN(CC)C3=O)CC1 | -2.1 | -10 | -13 | -2 | 3 | -3 | 6 | 112 | -1.6
CCOc1cc(C(=O)N2CCN(c3ccc(C(C)=O)cc3)CC2)cc(OCC)c1OCC | -3.7 | -50 | -7 | -46 | -5 | 2 | -6 | 105 | -1.8
Cc1nnc(SCC(=O)N2CCC(C(N)=O)CC2)s1 | -3.3 | 8 | -16 | -3 | 1 | 2 | 21 | 96 | -3.8
CCc1ccc2nc(N(CCCN(C)C)C(=O)c3ccc(S(=O)(=O)N4CCc5ccccc5C4)cc3)sc2c1 | -1.9 | 46 | -15 | 34 | 4 | -37 | -2 | 106 | -1.4
Cc1nnn(C23CC4CC(CC(C(=O)NN)(C4)C2)C3)n1 | -1.4 | -15 | -13 | -16 | 1 | 1 | -22 | 96 | -3.5
O=C(COC(=O)CCOc1ccccc1)Nc1ccc(Cl)cn1 | 0.0 | 22 | 6 | -8 | 2 | -3 | -13 | 103 | -0.1
CCC(C)N(C(=O)COc1ccccc1C(=O)NCc1ccccc1)C1CCS(=O)(=O)C1 (stereo unspecified) | -4.7 | 47 | 0 | -39 | 2 | -8 | -7 | 103 | -3.2
COc1cc2c(cc1OC)C(c1ccccc1F)NCC2 (stereo unspecified) | -2.5 | 24 | 0 | -3 | 5 | -2 | 15 | 109 | -2.4

Brought forward from above: three entries, then new ones.
SMILES | IMP-1 inhibitor | PHOSPHO1 inh | pCIP destab | FID counter | IDE act | HCV NS3 hel inh | SUMO HTRF inh | MEKK3 PB1 HTS | VIM-2 inhibitor
O=C(COC(=O)CCOc1ccccc1)Nc1ccc(Cl)cn1 | 0.0 | 22 | 6 | -8 | 2 | -3 | -13 | 103 | -0.1
CCC(C)N(C(=O)COc1ccccc1C(=O)NCc1ccccc1)C1CCS(=O)(=O)C1 (stereo unspecified) | -4.7 | 47 | 0 | -39 | 2 | -8 | -7 | 103 | -3.2
COc1cc2c(cc1OC)C(c1ccccc1F)NCC2 (stereo unspecified) | -2.5 | 24 | 0 | -3 | 5 | -2 | 15 | 109 | -2.4
COc1ccccc1/C=C/c1onc(C)c1S(=O)(=O)N1CCC(C(=O)NC2CCCCCC2)CC1 | -1.7 | 38 | 1 | -53 | -2 | -1 | -6 | 101 | -2.4
CCOC(=O)C(=CNc1cc(Cl)c(-c2ccco2)c(Cl)c1)C(=O)OCC | 6.1* | 20 | 0 | -14 | 7 | 46* | 2 | 90 | 0.5
COc1ccc(C(=O)N/N=C/c2ccc(OC)c(CN3CCN(c4ccc(F)cc4)CC3)c2)cc1 | -1.1 | -14 | 1 | 6 | 3 | 12 | -9 | 93 | -2.9
CCc1ccc(/C=N/NC(=O)c2c[nH]c3ccccc23)s1 | -2.4 | -2 | 0 | -5 | 4 | 1 | -2 | 111 | -1.6
Cc1ccc(N(C(=O)c2csnn2)C(C(=O)NC(C)(C)C)c2ccncc2)cc1 (stereo unspecified) | -1.0 | 38 | -4 | -8 | 1 | 5 | 4 | 107 | 1.6
COc1ccc2oc(C)c(C(=O)c3ccc(C)cc3)c2c1 | -2.1 | 45 | 6 | -26 | 4 | -4 | -7 | 98 | -4.3
CC(=O)N1CCc2cc(Br)cc(S(=O)(=O)NCCCN(C)Cc3ccccc3)c21 | -0.3 | 36 | -12 | 17 | 6 | -5 | 20 | 90 | 0.9
CC(=O)Nc1cccc(C(=O)NCCc2ccco2)c1 | -2.6 | 28 | 5 | -7 | 2 | 1 | 2 | 97 | -2.9
CCOc1ccc(N(CC(=O)NC2CCCCCC2)S(=O)(=O)c2c(C)noc2C)cc1 | -3.1 | 4 | -10 | -6 | 1 | 1 | 10 | 93 | -1.4
CN(C)Cc1c(-c2ccc(Cl)cc2)nc2ccc(Cl)cn12 | -2.6 | 57 | -9 | 4 | 3 | -1 | 3 | 99 | 0.5
N#Cc1nc(-c2ccc(F)cc2)oc1NCCCn1ccnc1 | -1.6 | -26 | -2 | 4 | nt | 11 | 18 | 102 | 2.3
CCc1ccc(Nc2nnc(SCC(=O)Nc3cccnc3Cl)s2)cc1 | -3.1 | -2 | -13 | -27 | -1 | -7 | 0 | 107 | -2.4
O=C(O)C/C(=C\c1ccc2c(c1)OCO2)c1nc2ccccc2s1 | -1.6 | 36 | -9 | -31 | 4 | 18 | 19 | 102 | 8.0*
COc1cccc(-c2nn(-c3ccccc3)cc2CN2CCCO2)c1 | -2.1 | 28 | -24 | -22 | 1 | -7 | 4 | 94 | 0.1
Cc1ccccc1-c1cccc([C@@H]2C[C@H]3CN(Cc4cccnc4)C(=O)[C@]34CCCN24)c1 | 0.0 | 50 | -1 | -21 | 1 | 8 | 11 | 105 | -0.9
NC(=O)N(CCC(=O)O)c1ccccc1 | -4.3 | 3 | -3 | 3 | -1 | 5 | 16 | 101 | -2.7
CSc1ccc(C(c2c(C)[nH][nH]c2=O)c2c(C)[nH][nH]c2=O)cc1 | -1.1 | 44 | 3 | -11 | 3 | -7 | 3 | 100 | -0.2
COc1cccc(NC(=O)CN2C(=O)NC3(CCCC3)C2=O)c1 | -1.2 | 35 | -4 | 1 | 1 | -14 | 1 | 95 | -1.7
CCC(C(=O)NCc1ccc(C)o1)n1nc(C)c2c(C)n(-c3ccccc3)nc2c1=O (stereo unspecified) | -2.4 | 28 | -7 | -38 | 2 | -5 | 6 | 96 | -1.7
CCN(Cc1ccccc1)S(=O)(=O)c1nc2nc(C)c(C)c(C)n2n1 | -3.3 | -1 | 2 | -4 | 5 | 0 | 19 | 99 | -4.3
